Screening data as filed in PubChem BioAssay.
ALOX12 inh – blocks human arachidonate 12S-lipoxygenase | AID 1671190 | Potency, µM (highest dose often 108 µM), for inactives: at the highest dose activity change, negative = inhibition, actives largely listed as inhibitors | hit rate 1.1% among 580,000 | purified 12hLO, xylenol orange hydroperoxide absorbance; active = well fitted inhibition curve with a large enough effect; inconclusive = small, poorly fitted or top-dose-only effect, or another doubt; inactive = no such curve, though single readings can be large or run the other way
Target sequence (P18054 whole entry, looked up): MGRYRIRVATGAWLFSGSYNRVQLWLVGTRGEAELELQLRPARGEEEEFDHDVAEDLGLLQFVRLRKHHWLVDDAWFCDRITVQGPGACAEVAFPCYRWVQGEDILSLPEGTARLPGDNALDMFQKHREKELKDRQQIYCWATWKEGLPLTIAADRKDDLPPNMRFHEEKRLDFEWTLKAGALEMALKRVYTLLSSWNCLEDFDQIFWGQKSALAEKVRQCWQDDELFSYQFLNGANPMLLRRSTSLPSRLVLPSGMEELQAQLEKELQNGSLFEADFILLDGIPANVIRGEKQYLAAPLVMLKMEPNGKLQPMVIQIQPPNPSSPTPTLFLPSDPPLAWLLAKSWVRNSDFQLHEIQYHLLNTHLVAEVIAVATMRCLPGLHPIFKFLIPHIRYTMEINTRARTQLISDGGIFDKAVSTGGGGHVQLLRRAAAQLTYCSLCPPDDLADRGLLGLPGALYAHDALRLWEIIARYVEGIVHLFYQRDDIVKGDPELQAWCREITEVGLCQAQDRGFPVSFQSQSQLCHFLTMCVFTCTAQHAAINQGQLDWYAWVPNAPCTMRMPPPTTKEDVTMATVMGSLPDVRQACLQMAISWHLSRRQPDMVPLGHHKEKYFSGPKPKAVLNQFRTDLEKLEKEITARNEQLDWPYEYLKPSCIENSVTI
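Purified human 12hLO at 150 nM in 25 mM Hepes, 0.01% Triton X-100, pH 7.0, preincubated 15 min at room temperature with compound. Reaction started with 40 uM arachidonic acid, 30 min at room temperature. Hydroperoxide measured by Fe-xylenol orange, 573/405 nm absorbance ratio.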
The depositor's hits bear a star; ? = inconclusive; [ ] = dose if it differs, or a comment. % is set by controls: 0 for no effect and ±100 for the full control effect; potency is the fitted concentration of half-maximal effect. These rows are one share of the data; rates above refer to the full screens.

Structure	ALOX12 inh
CC1=C[C@@H](CNC(=O)CC(C)(C)C)[C@H](C(C)C)C[C@H]1CC(=O)NCc1cccnc1	?
O=C1CC(c2ccccc2)N(C(=O)CNC(=O)c2n[nH]c3ccccc23)CCCCCCN1 (centres undefined)	10.9%
O=C(c1ccccc1)N1CCC2(CC1)C(=NC1CCCC1)NC(=O)N2c1cc(F)cc(F)c1	?
CCOc1ccccc1C1NC(=O)N(CC(=O)NCc2cccc(OC)c2)C2=C1C(=O)OC2 (centres undefined)	6.9%
O=C1CCN(S(=O)(=O)c2ccc3c(c2)CCC3)CCCC(C(=O)NCc2ccncc2)CCN1 (centres undefined)	3.7%
CCN1CCN(C(=O)CCC2CCN(Cc3ccc(N(C)C)nc3)CC2)CC1	29.5%
CCNc1cc(N2CCC(CCC(=O)N3CCN(c4ncccn4)CC3)CC2)ncn1	-2.0%
COc1ccc(C(=O)NCC2(COc3ccccc3)C[C@@H](O)[C@@H](O)C2)cc1 (some centres undefined)	58.5%[activator][176 µM]
O=C(NCc1ccccc1F)c1ccc2c(c1)CN(Cc1cncs1)CCO2	16.6%
Cc1ccc(C(=O)N(C)C2CCc3nn(CC4CC4)c(=O)n3CC2)s1 (centres undefined)	10.8%
COc1ccc(CN2CCCC3(C2)C(=NC2CCCC2)NC(=O)N3c2cccnc2)cc1 (centres undefined)	6.0%[6.33 µM]
COc1ccccc1-c1noc(-c2nc(-c3ccc4c(c3)OCO4)no2)n1	-0.8%
COc1ccccc1CN1CCCC(c2nn(-c3ccc(Cl)cc3)c(=O)[nH]2)C1 (centres undefined)	-10.1%
CCc1cccc(NC(=O)Cn2c(C)ccc(NS(=O)(=O)c3ccc(C)cc3)c2=O)c1	26.5%
O=C1CCN(Cc2ccc(F)cc2F)CCCC(c2nc(-c3cccnc3)no2)CCN1 (centres undefined)	2.7%
CC(C)c1ccc(S(=O)(=O)N2CC(c3nc(-c4ccncc4)no3)C2)cc1	18.4%
CCOCCNc1ncnc2c1CN(C1CCNC1)C(=O)CN2C (centres undefined)	?
O=C1c2c(nc(CNCC3CCCO3)n2Cc2ccccc2)NCCN1CCOc1ccccc1 (centres undefined)	97.7%[activator]
NCC(=O)N1CCC2(CC1)CN([S+](=O)([O-])c1ccccc1)CCO2	1.9%[6.33 µM]
Nc1ccc2c(c1)CN1C(=O)c3ccccc3C1=N2	-2.2%[12.5 µM]
O=C(Nc1cccc(F)c1)N1Cc2[nH]cnc2C[C@H]1c1nc(-c2ccc(Cl)cc2)no1	46.2%
CC(=O)Nc1ccc(S(=O)(=O)N2CCN3C(=O)CN(C)C(=O)C3C2)cc1 (centres undefined)	26.8%
CN1CC(=O)N(c2ccccc2)Cc2c1ncnc2N1CCN(c2ccccn2)CC1	1.3%
Cc1nc([C@@H]2CN(C(=O)C3CC3)C[C@H]2C(N)=O)n[nH]1	5.2%
COCCn1c(=O)n([C@H]2CCCN(C(=O)c3cnc(C)cn3)C2)c2ncccc21	3.1%
O=C(Nc1ccccc1)N1CC(Oc2cccc(-c3nc(-c4ccccc4)no3)c2)C1	-0.5%
O=C(NCc1ccc2nonc2c1)C1NCCc2[nH]cnc21 (centres undefined)	?
Cc1noc(C)c1-c1cc2c(c(-c3ccc(CO)cc3)c1)C(=O)N(C)C2	-1.6%[176 µM]
COC(=O)[C@]1(CC(C)C)NC=C(C(=O)c2ccccc2)[C@@H]1c1cccc(C(F)(F)F)c1	-17.1%
Cc1nonc1CN1CCN(c2cc(C3CC(N)C3)nc(N)n2)CC1 (centres undefined)	14.7%
COc1cc(CC(=O)N2Cc3[nH]cnc3CC2C(=O)O)cc(OC)c1OC (centres undefined)	3.3%
CCc1noc(-c2cn(C3CCN(C(=O)c4cc(Cl)ccc4F)C3)nn2)n1 (centres undefined)	-0.7%
COCC1CN(C(C)=O)CC12CCN(C(=O)C1CC=CC1)CC2 (centres undefined)	76.1%[activator]
CC(C)(Oc1ccc(Cl)cc1)C(=O)N1CC2ON=C(c3c(F)cccc3Cl)C2C1 (centres undefined)	-3.3%
O=C(O)c1ccc(CN2CCOC[C@H]2c2ncc(-c3ccc(Cl)s3)[nH]2)cc1	-16.2%[176 µM]
CN(C)C[C@@H]1CN(Cc2ccccc2)C[C@H]1NC(=O)c1ccoc1	15.7%
CCOC(=O)C1=C(C(=O)OCC)C2N(Cc3ccc(Br)cc3)c3ccccc3[C@@]23C[C@@H](C(=O)OC)N(S(=O)(=O)c2ccc(OC)cc2)C3=N1 (some centres undefined)	-4.7%
Cc1cn2nc(C(=O)NCc3ccc(C(C)C)cc3)cc2c(N2CCSCC2)n1	-9.1%
O=C(CCC[C@@H]1[C@H]2CCCN3CCC[C@@H](CN1C(=O)c1cccc(F)c1)[C@@H]23)NCC1CC1	0.4%
COc1ccc(-c2nnc(C[C@@H]3C[C@@H](C(C)C)[C@H](CN4CCN(CCO)CC4)C=C3C)o2)cc1	?
O=C1CC2CCN(Cc3c(F)cccc3Cl)CC2CCN1 (centres undefined)	-0.5%[6.33 µM]
CCCCCCCCCC=O	17.2%[176 µM]
COc1cccc([S+](=O)([O-])N2CCCC3(C2)C(=NC2CCCCC2)NC(=O)N3c2cc(F)cc(F)c2)c1 (centres undefined)	2.4%[6.33 µM]
O=C(NC1CCCCC1)C1CN(C(=O)c2ccc3c(c2)OCO3)CC12CCOCC2 (centres undefined)	13.6%
O=C1CNc2ccc(C(=O)N3CCn4nc(CO)cc4C3)cc2N1	30.8%[activator]
Cc1ccc(-c2cc3c(=O)n(CCNC(=O)c4ccc(F)cc4Cl)ccn3n2)cc1C	17.1%
O=Cc1ccccc1-c1ccccc1F	0.3%[12.5 µM]
O=C(Nc1ccc([C@@H](O)[C@H]2COCC(=O)N2Cc2ccccc2F)cc1)c1ccccc1	-12.7%[176 µM]

6 entries drawn at random from those above, as already listed:
Structure	ALOX12 inh
Cc1ccc(-c2cc3c(=O)n(CCNC(=O)c4ccc(F)cc4Cl)ccn3n2)cc1C	17.1%
O=C(Nc1ccc([C@@H](O)[C@H]2COCC(=O)N2Cc2ccccc2F)cc1)c1ccccc1	-12.7%[176 µM]
O=C1CC2CCN(Cc3c(F)cccc3Cl)CC2CCN1 (centres undefined)	-0.5%[6.33 µM]
O=C(NC1CCCCC1)C1CN(C(=O)c2ccc3c(c2)OCO3)CC12CCOCC2 (centres undefined)	13.6%
O=C1CNc2ccc(C(=O)N3CCn4nc(CO)cc4C3)cc2N1	30.8%[activator]
O=Cc1ccccc1-c1ccccc1F	0.3%[12.5 µM]

(list continues)
Structure	ALOX12 inh
Cc1nn(C)c(C)c1S(=O)(=O)N[C@@H]1COCC[C@H]1OCc1ccccn1	72.3%[activator]
COc1ccccc1NC(=O)NC[C@H]1O[C@H](Cc2cc(C(C)(C)C)on2)CC[C@@H]1O	16.5%[176 µM]
COC[C@@H]1CN(C(=O)c2cccc(C)c2)C[C@H]1c1nc(C2CC2)no1	24.0%
Cc1noc(-c2ccc3c(c2)OCO3)c1C(=O)NCCC(c1ccccc1)c1ccccc1	?
COc1ccc(CN2C[C@@H]3C(C(=O)Nc4ccccc4)=NO[C@@H]3C2)cc1OC	6.0%[176 µM]
c1ccc(CO[C@@H]2CO[C@H]3[C@@H]2OC[C@@H]3n2nnnc2SCc2ccco2)cc1	-10.9%[176 µM]
O=C(N[C@@H]1CN(c2ncccn2)C[C@H]1CO)c1cc2ccccc2[nH]1	?
CCN1C(=O)C2CC3(CCN(Cc4ccc(C)s4)CC3)CN2C1=O (centres undefined)	-7.3%
CC(C)NC(=O)C[C@@H]1O[C@H](CNC(=O)C2CC2)[C@@H](O)[C@H]1O	56.2µM*
CCNC(=O)N1CCC[C@@H](O)[C@H](NC(=O)c2ccc(OCCOC)cc2)C1	14.0%[176 µM]
Cc1ccc2cc(CCC(=O)NCc3ccco3)c(=O)[nH]c2c1	21.2%
Cc1ccccc1N1CCN(C2CCCN(C(=O)c3ccc(-c4ccco4)cc3)C2)CC1 (centres undefined)	-27.3%
COc1cccc(N2CCN(C(=O)c3cc4n(n3)CC(c3ccc(Cl)cc3)OC4)CC2)c1 (centres undefined)	-1.6%
Cc1cnc(C(=O)N2CCOc3ccc(CN4CCCCCC4)cc3C2)cn1	-4.0%
COc1cccc(S(=O)(=O)N2CCC3(C2)C(=O)Nc2ccccc23)c1 (centres undefined)	2.3%[6.33 µM]
Fc1ccc(CN2CCn3c(nnc3C3CCCNC3)C2)cc1 (centres undefined)	?
O=C(NCCc1ccc(Cl)cc1)c1nc(-c2cccnc2)c2ccccn12	67.3%[activator]
O=C(C1CC(=O)N(c2n[nH]c3ccccc23)C1)N1CCN(c2ccc(Cl)cc2)CC1 (centres undefined)	-2.7%
COCC(=O)NC[C@H]1Cn2c(-c3ccc(Cl)cc3)cnc2CO1	11.1%[176 µM]
CN(CC(=O)N1CCC(C)(c2noc(C3CC3)n2)CC1)S(=O)(=O)c1ccc2c(c1)oc(=O)n2C	9.5%
COc1ccccc1NC(=O)N1CCc2cc(OC)c(OC)cc2C1CNC(=O)C(C)C (centres undefined)	22.2%
COc1cc(=O)n2c(c1C(=O)Nc1ccc(F)c(Cl)c1)CCCC2	26.0%
CCn1cc(CN2CCCCC2c2nc(CCOCC3CCOCC3)no2)cn1 (centres undefined)	12.1%
CCn1nc(C)c(CNC(=O)c2ccc(N3CC4CC(C3)[C@H]3CCCC(=O)N3C4)nc2)c1C (some centres undefined)	35.8%
O=C(CCn1ccn2nc3c(c2c1=O)CCCC3)NCCCc1ccccc1	35.0%[activator]
CCOCCN1C(=O)NC(c2ccccc2)C2=C1COC2=O (centres undefined)	26.7%
C[C@H]1[C@@H]2[C@@H](O)C([C@H](C)C(=O)NCc3ccc(F)cc3)CC[C@@]2(C)CC[C@@H]1NC(=O)c1ccccc1 (some centres undefined)	45.2%[activator]
COC(=O)c1cccc(NC(=S)N[C@@H]2C=C[C@@H](c3c(C)nn(-c4ccc(C(C)C)cc4)c3C)C2)c1	44.7µM*
O=C(c1csc(Cc2ccccc2)n1)N1CC[C@H](CO)[C@@H](O)C1	15.8%
O=C1NC(=NC2CCCC2)C2(CCN(Cc3ccccc3)C2)N1c1cccnc1 (centres undefined)	-1.9%[6.33 µM]
Cc1noc([C@@H]2CC(F)(F)CN2C(=O)c2ncccc2F)n1	0.4%
CC(C)CN1C(=O)COC[C@@H]1[C@H](O)c1ccc(NC(=O)C2CCC2)cc1	31.6%[activator][176 µM]
COc1ccc(CN2C(=O)COC[C@H]2C(=O)Nc2ccc(Cl)cc2)c(OC)c1	20.9%
COc1ccc2cc(C(=O)N3CCC(Cc4ccc(C(=O)NC5CC5)cc4)CC3)[nH]c2c1	?
OCCn1cnc2cc(-c3n[nH]c(C4CCOC4)n3)ccc21 (centres undefined)	78.0%[activator]
O=C(NCCc1ccncc1)C1CN(Cc2cccnc2)CC12CCOCC2 (centres undefined)	103.6%[activator]
CCOC(=O)CC1CCCCN1C(=O)CCC1(Cc2ccc(F)cc2)CCC(=O)N1 (centres undefined)	-12.0%
Cc1cc(Nc2cc(C(F)(F)F)cc(C(F)(F)F)c2)cc(=O)n1-c1cc(C(F)(F)F)cc(C(F)(F)F)c1	-1.5%
O=C(C1CC1)N1CCC2(CC1)CC(N(Cc1ccccc1)C1CC1)CCO2 (centres undefined)	2.8%
COc1ccc(CNC(=O)N2CCC3(CC2)CC(N(C(C)=O)C2CC2)CCO3)cc1 (centres undefined)	34.5%[activator]
Cc1nc(-c2ccccc2OC2CN(C(=O)c3cccc4[nH]ccc34)C2)no1	5.8%
CCN(Cc1ccccn1)C(=O)c1csc2nc(-c3cc(C)ccc3C)cn12	40.1%[activator]
Cn1nc(-c2nncn2-c2ccccc2)c2c1CCN(C(=O)CN1CCCCCC1)C2	39.1%[activator]
CCn1ccc(C(=O)NCC2Cn3cccc3CN2Cc2ccccc2)n1 (centres undefined)	302.4%[activator]
CC(=O)NCCC(=O)N[C@@H](CCC(N)=O)C(=O)N[C@@H](CO)C(=O)N[C@@H](CCC(N)=O)C(=O)N[C@@H](CCC(N)=O)C(=O)N[C@H](C(=O)N[C@@H](Cc1ccccc1)C(=O)N[C@]1(C)CCCCCCC=CCCC[C@@](C)(C(=O)N[C@@H](CCC(N)=O)C(=O)N[C@@H](CC(N)=O)C(N)=O)NC(=O)[C@H](CC(C)C)NC(=O)[C@H](CC(C)C)NC(=O)[C@@H](CCCNC(=N)N)NC(=O)[C@H](Cc2c[nH]c3ccccc23)NC(=O)[C@H](CC(C)C)NC(=O)[C@H](CC(N)=O)NC1=O)[C@H](C)O	?
O=C1NCc2ccccc2CC12CCN(Cc1ccc(CO)o1)CC2	-0.5%[6.33 µM]
Cc1cc(SCc2sc(-c3ccc(C(F)(F)F)cc3)nc2C)ccc1OCC(=O)O	0.9%[57.4 µM]
CCc1cc(=O)n(CC(=O)Nc2cc(C)ccc2OC)c(-c2ccccc2)n1	47.5%[activator]
COCCNC(=O)[C@@H]1CCC[C@@H](NC(=O)c2ccccc2)CN(C)C(=O)C1	19.6%[176 µM]
COCC(=O)N[C@@H]1CNCC[C@@H]1c1nc(C)no1	55.8%[activator]
COc1cccc(-c2cc(C(=O)O)cc(S(=O)(=O)N3CCSCC3)c2)c1	6.9%
COc1cccc(CCC(=O)N2C[C@@H](C(N)=O)[C@H](c3nc(C)no3)C2)c1	9.5%
CCOCCCNC(=O)N1CCC2(CC1)CC(N(Cc1ccc(F)cc1)C1CC1)CCO2 (centres undefined)	19.3%
